FAS TE block = FAS thioesterase (human) inhibition; 0.67% of 360,000 active; recombinant FAS-TE, OMFH fluorogenic substrate, fluorescence endpoint; inhibition, % at 15 µM; P49327;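 active = compounds whose normalised, plate-corrected inhibition of enzyme fluorescence in the single-dose primary screen is 50% or more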;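 note: 0% = DMSO with enzyme and 100% = substrate without enzyme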
Rin1 Abl inh = human Rin1-Abl interaction inhibition; TR-FRET Rin1/Abl binding, biochemical; inhibition, % at 7.35 µM; 0.4% of 360,000 active; AID 588664; in the data active = inhibition above about 5%, passing the limit was not always enough
eLon inh = E. coli protease La inhibition; purified E. coli Lon protease, fluorescence polarization; inhibition, % at 7.94 µM; 0.42% of 360,000 active; P0A9M0; AID 602123; in the data active = inhibition above about 13%, passing the limit was not always enough;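 note: 0% = enzyme with probe and DMSO and 100% = no enzyme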
Target sequence (P0A9M0 whole entry, looked up): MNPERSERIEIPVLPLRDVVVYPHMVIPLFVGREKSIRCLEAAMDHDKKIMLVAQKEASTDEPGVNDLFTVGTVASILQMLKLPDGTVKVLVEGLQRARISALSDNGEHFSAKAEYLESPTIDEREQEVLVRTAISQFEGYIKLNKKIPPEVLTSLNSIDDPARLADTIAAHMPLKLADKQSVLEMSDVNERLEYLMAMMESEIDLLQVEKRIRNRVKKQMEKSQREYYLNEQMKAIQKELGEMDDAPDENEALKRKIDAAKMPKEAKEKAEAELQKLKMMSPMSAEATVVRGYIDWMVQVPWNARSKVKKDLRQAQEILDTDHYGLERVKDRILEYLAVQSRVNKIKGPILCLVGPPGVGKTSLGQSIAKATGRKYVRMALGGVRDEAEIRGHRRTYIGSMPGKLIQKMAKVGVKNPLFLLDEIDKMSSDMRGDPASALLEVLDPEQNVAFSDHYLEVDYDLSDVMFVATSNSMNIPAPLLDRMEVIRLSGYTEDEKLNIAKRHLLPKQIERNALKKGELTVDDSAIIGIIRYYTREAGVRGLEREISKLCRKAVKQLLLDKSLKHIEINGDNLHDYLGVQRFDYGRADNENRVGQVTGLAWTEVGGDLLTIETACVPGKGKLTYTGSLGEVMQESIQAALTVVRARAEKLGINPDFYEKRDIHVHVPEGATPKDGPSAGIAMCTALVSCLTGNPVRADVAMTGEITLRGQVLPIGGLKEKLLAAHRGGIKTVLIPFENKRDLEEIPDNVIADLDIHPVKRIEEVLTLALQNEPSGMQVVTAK
MLLE-PAM2 inh = inhibitors of microRNA-mediated deadenylation, human PABP1 MLLE binding; AID 588489; GST-MLLE / FITC-PAM2 fluorescence polarization; P11940; inhibition, % at 20 µM; 0.36% of 360,000 active; in the data active = inhibition above about 35%, passing the limit was not always enough;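 note: plate controls were DMSO wells with GST-MLLE for no effect and wells lacking GST-MLLE protein for full effect; some results filed as inactive read as strong as hits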
Neddylation inh = inhibitors of human cullin neddylation; P61081+Q13564; TR-FRET cullin neddylation, biochemical; calls only at 25 µM; 0.58% of 360,000 active; in the data active = inhibition above about 36%
CSN deneddyl inh = blocks human CSN-mediated cullin deneddylation; Q92905; Purified CSN, SCF-Nedd8-OG deneddylation, fluorescence polarization; inhibition, % at 12.5 µM; 0.38% of 360,000 active; AID 651999;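 active = pattern-corrected inhibition above about 35%, with an unprinted fluorescence ratio check between 0.5 and 1.5, limit read from the data, passing the limit was not always enough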;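 note: 0% = enzyme with substrate and 100% = substrate without enzyme; some results filed as inactive read as strong as hits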
Target sequence (Q92905 whole entry, looked up, one chain of several): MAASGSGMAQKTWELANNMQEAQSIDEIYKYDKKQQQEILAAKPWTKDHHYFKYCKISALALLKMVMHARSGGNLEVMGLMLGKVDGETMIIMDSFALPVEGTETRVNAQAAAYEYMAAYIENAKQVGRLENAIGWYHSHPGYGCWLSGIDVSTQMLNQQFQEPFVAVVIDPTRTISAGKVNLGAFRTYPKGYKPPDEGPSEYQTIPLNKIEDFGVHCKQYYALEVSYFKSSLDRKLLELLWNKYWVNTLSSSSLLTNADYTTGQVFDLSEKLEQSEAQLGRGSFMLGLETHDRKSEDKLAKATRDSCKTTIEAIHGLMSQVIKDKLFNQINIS
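test system = HEK293T-derived human Csn5 enzyme | amount = 0.24 nM Csn5 enzyme, final concentration | medium = Tris/NaCl/DTT buffer, pH 7.5 | schedule = 90 min reaction at room temperature | signal = FP | evaluation = inhibition of Csn5 cleavage, % | compound dosing = single dose of 12.5 µM compound with 0.25% DMSO | probe or stimulus = 10 nM SCFSkp2-Nedd8OG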
MsrA act = activators of bovine methionine sulfoxide reductase A. purified bovine MsrA, absorbance read-out. activation, % at 10.6 µM. 0.3% of 360,000 active. AID 602163; in the data active = activation above about 7.5%;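 note: 0% = vehicle and 100% = reference activator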
MsrA inh = inhibits bovine methionine sulfoxide reductase A. 0.75% of 360,000 active. AID 651718. purified bovine MsrA, absorbance read-out. inhibition, % at 15.5 µM; in the data active = inhibition above about 4.5%;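 note: 0% = vehicle wells with enzyme and 100% = reference inhibitor wells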
Tb MetRS inh = Trypanosoma brucei MetRS inhibition; AID 624268; inhibition, % at 11.9 µM; purified T. brucei MetRS, ATP depletion, Kinase-Glo luminescence; 0.4% of 360,000 active;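 active = inhibition above a per-plate cutoff of the control wells' mean inhibition plus 3 SD, cut at about 5.5% in these data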;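 note: 0% = DMSO wells median and 100% = median of wells with control inhibitor compound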
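technique = Kinase-Glo luminescence, ATP depletion format | system = purified MetRS (methionyl-tRNA synthetase) enzyme from Trypanosoma brucei | timing = 15 min preincubation, 2 h reaction, all 25 °C | evaluation = percent inhibition versus plate control medians | dosing = single dose, 11.9 µM final nominal, 0.9% final DMSO | also added = substrates ATP, L-methionine and bulk Escherichia coli tRNA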
Numbers without * were called inactive; i = inactive; · = no result given.

compound | FAS TE block | Rin1 Abl inh | eLon inh | MLLE-PAM2 inh | Neddylation inh | CSN deneddyl inh | MsrA act | MsrA inh | Tb MetRS inh
COc1ccccc1NS(=O)(=O)c1cccc(C(=O)N/N=C/c2ccccc2OCC(=O)O)c1 | -3 | -1 | 5 | 5 | i | -3 | -6 | 3.6 | 0.6
O=C(CSc1nc2ccccc2c(=O)n1CCC(=O)N1CCCCC1)NCc1ccccc1 | -1 | -2 | -13 | 21 | i | -2 | -4 | -1.4 | -0.4
O=C(Cn1c(=O)cnc2ccccc21)N1CCCc2ccccc21 | -3 | 3 | -4 | 2 | i | 3 | -3 | 0.6 | -0.6
CC(=O)N(/N=C1/C(=O)Nc2ccccc21)c1ccccc1 | 14 | 1 | -19 | -13 | i | 7 | -1 | -1.6 | -0.5
C=CCn1c(Cc2nc3ccc(Cl)cc3[nH]2)n[nH]c1=S | -7 | 1 | -2 | -36 | i | -2 | -2 | 1.1 | 6.7*
CC(C)CC(=O)NC(c1cccs1)c1ccc2cccnc2c1O (configuration not stated) | 1 | 3 | 4 | -3 | i | -2 | -4 | · | 0.5
Cc1ccc(S(=O)(=O)Oc2ccccc2N2C(=O)C3C4CCC(C4)C3C2=O)cc1 (configuration not stated) | 4 | 3 | -12 | -14 | i | 6 | -1 | 1.3 | -0.2
N#Cc1ncc(Cc2ccccc2)nc1C#N | 11 | 4 | -13 | -1 | i | 9 | -1 | -0.2 | -0.2
COc1cc(CC(=O)Nc2cc(S(=O)(=O)N3CCOCC3)ccc2N2CCCC2)cc(OC)c1OC | -5 | 2 | -10 | -6 | i | 0 | -10 | -0.5 | -0.8
CSc1nc(NS(=O)(=O)c2cc(Br)ccc2Br)cc(=O)[nH]1 | 10 | 0 | -11 | 3 | i | 3 | -3 | -0.8 | -0.3
CCN1C(=O)CC(C(=O)O)SC1=Nc1ccc(OC)cc1 (configuration not stated) | -12 | 1 | 2 | 0 | i | -7 | -6 | 0.0 | -0.7
Cc1c(Br)c([N+](=O)[O-])nn1CC(=O)NCc1ccccn1 | -2 | 2 | 6 | 6 | i | -3 | -8 | -0.2 | -1.0

Continued; it opens with the seven that closed the last part.
compound | FAS TE block | Rin1 Abl inh | eLon inh | MLLE-PAM2 inh | Neddylation inh | CSN deneddyl inh | MsrA act | MsrA inh | Tb MetRS inh
CC(C)CC(=O)NC(c1cccs1)c1ccc2cccnc2c1O (configuration not stated) | 1 | 3 | 4 | -3 | i | -2 | -4 | · | 0.5
Cc1ccc(S(=O)(=O)Oc2ccccc2N2C(=O)C3C4CCC(C4)C3C2=O)cc1 (configuration not stated) | 4 | 3 | -12 | -14 | i | 6 | -1 | 1.3 | -0.2
N#Cc1ncc(Cc2ccccc2)nc1C#N | 11 | 4 | -13 | -1 | i | 9 | -1 | -0.2 | -0.2
COc1cc(CC(=O)Nc2cc(S(=O)(=O)N3CCOCC3)ccc2N2CCCC2)cc(OC)c1OC | -5 | 2 | -10 | -6 | i | 0 | -10 | -0.5 | -0.8
CSc1nc(NS(=O)(=O)c2cc(Br)ccc2Br)cc(=O)[nH]1 | 10 | 0 | -11 | 3 | i | 3 | -3 | -0.8 | -0.3
CCN1C(=O)CC(C(=O)O)SC1=Nc1ccc(OC)cc1 (configuration not stated) | -12 | 1 | 2 | 0 | i | -7 | -6 | 0.0 | -0.7
Cc1c(Br)c([N+](=O)[O-])nn1CC(=O)NCc1ccccn1 | -2 | 2 | 6 | 6 | i | -3 | -8 | -0.2 | -1.0
Cn1cccc1Cc1nnc(SCC(N)=O)n1-c1ccc(F)cc1 | -7 | -1 | 1 | -16 | i | -2 | -5 | 0.3 | -0.2
C=CCn1c(Cc2ccccc2)nnc1SCc1nc2ccccc2c(=O)[nH]1 | -2 | -7 | 3 | -101 | i | 1 | -1 | -0.9 | 0.1
CCOC(=O)N1CCN(C(=O)Cc2ccccc2[N+](=O)[O-])CC1 | -1 | 5 | -14 | -4 | i | 0 | -4 | 1.2 | -1.1
CN1CCN(C(=O)/C(=C\c2cccc([N+](=O)[O-])c2)NC(=O)c2cccs2)CC1 | -8 | 0 | 2 | 5 | i | -2 | -8 | 0.3 | -0.4
O=C(Cc1ccc(Br)cc1)Nc1cccc(S(=O)(=O)N2CCOCC2)c1 | 13 | 0 | -19 | 1 | i | -2 | 0 | -0.6 | 55*
NC(=O)c1ccsc1NC(=O)COC(=O)c1ccncc1 | -6 | -5 | -4 | -1 | i | 6 | -2 | -1.0 | -0.3
CN1CCc2c(sc(NC(=O)Cc3ccccc3)c2C#N)C1 | -10 | -2 | -9 | -1 | i | 3 | -4 | -1.1 | -0.9
Cc1ccc(C)c(S(=O)(=O)N2CCN(C(=O)CCc3nc4ccccc4c(=O)[nH]3)CC2)c1 | 0 | 0 | -16 | 6 | i | 0 | 0 | -0.7 | -0.2
NC(CSC(c1ccccc1)(c1ccccc1)c1ccc2c(c1)OCO2)C(=O)O (configuration not stated) | 12 | 0 | 4 | 10 | i | 2 | 0 | -0.2 | -0.1
CCOc1ccc2[nH]c(C)c(CN3CCN(CC)CC3)c(=O)c2c1 | -8 | 4 | -2 | 2 | i | 0 | -2 | 1.3 | 0.2
C=CCCC(=O)Nc1nc(C)c(-c2csc(Nc3ccccc3OC)n2)s1 | 16 | 3 | 3 | 2 | i | 7 | -2 | 0.1 | -0.2
Cc1ccc(N2C(=O)C(NC(=O)c3ccccc3F)(C(F)(F)F)C3=C2CC(C)(C)CC3=O)cc1 (configuration not stated) | 12 | 1 | -13 | 4 | i | 4 | -5 | -0.6 | -1.7
COc1ccc(CCC(=O)NCC(c2ccco2)N2CCc3ccccc32)cc1 (configuration not stated) | 8 | 0 | 12 | 2 | i | -2 | 1 | -0.6 | 0.6
COc1ccc(S(=O)(=O)N2CCOCC2)cc1C(=O)Nc1ccc2c(c1)OCO2 | -1 | 4 | -1 | -17 | i | -4 | -3 | 2.3 | -0.2
O=C(CSc1nnc(Nc2ccccc2F)s1)NCc1ccco1 | 0 | 3 | -14 | -57 | i | 14 | -8 | 0.5 | -1.1
CC(C)OC(=O)Cn1c(=O)sc2ccccc21 | -8 | 4 | -8 | 6 | i | 0 | -4 | -0.4 | -1.2
O=C(N/N=C/c1cccc([N+](=O)[O-])c1)c1cccc2cc[nH]c12 | 4 | -2 | -5 | 5 | i | -12 | -7 | -0.1 | 0.0
O=C(Nc1cccc2ccccc12)N1CC=C(c2ccccc2)CC1 | 15 | -3 | 4 | -1 | i | 6 | -2 | 0.0 | -0.3
CC/C(C)=C1/NC(=O)NC1=O | -9 | 8 | -3 | -14 | i | -3 | -2 | 1.9 | -0.1
COc1ccc(CNS(=O)(=O)c2ccc3c(c2)N(C)CCO3)cc1 | -6 | 1 | -10 | -2 | i | -3 | 1 | -0.2 | -0.3
COc1ccc(CC(=O)N(Cc2ccccc2)c2ccccc2)cc1S(=O)(=O)N1CCOCC1 | 3 | 0 | -5 | -2 | i | 5 | -2 | 1.0 | -0.4
c1ccc(-c2nc3c4ccccc4ccn3c2CN2CCOCC2)cc1 | 3 | 6 | -6 | -6 | i | -1 | -9 | -1.4 | -1.1
COc1ccc(Cn2nc(C)n(N(C)c3ncc(C(F)(F)F)cc3Cl)c2=O)cc1 | 20 | 3 | -1 | -8 | i | 10 | 1 | 0.3 | 0.6
Cc1ccc(-c2nc3cc(C)c(Br)c(C)n3c2Cc2ccccc2)cc1 | 15 | 2 | -2 | -1 | i | -1 | -3 | 0.7 | -0.6
COc1ccc(N2CCN(S(=O)(=O)CCNC(=O)C3CC3)CC2)cc1 | -7 | -2 | 7 | -9 | i | -5 | -2 | 0.4 | -0.1
O=C(NCc1nc(-c2ccc(C(F)(F)F)cc2)no1)Nc1ccc(F)cc1F | 4 | -1 | -3 | 0 | i | -1 | -2 | -0.5 | 0.4
COCCOC(=O)C1=C(C)Nc2ncnn2C1c1ccc(F)cc1 (configuration not stated) | -6 | 0 | -7 | 2 | i | 3 | -5 | -0.4 | -0.9
O=C(Nc1cc(Cl)ccc1-n1cncn1)c1ccccc1OC(F)F | -2 | 2 | 1 | -1 | i | 0 | -7 | 0.0 | -0.5
O=C(NC(=O)c1ccc(C(F)(F)F)cc1)Nc1ccc(-c2cnco2)cc1 | 0 | 0 | 1 | -16 | i | 1 | -4 | 0.9 | -0.7
Cc1cc(C)c2nc(-c3ccccn3)cc(C(=O)Nc3cc(C)on3)c2c1 | 2 | 0 | 12 | 10 | i | 1 | -3 | 0.4 | 0.0
Cc1ccc(Nc2cc(C)nc(-c3ccccc3)n2)cc1 | 14 | 1 | -1 | 7 | i | -6 | -6 | 1.6 | -0.8
COc1cc(NC(=O)C2=CC(c3ccco3)=NS(=O)(=O)N2C)cc(OC)c1OC | -8 | 0 | 10 | -9 | i | 6 | -14 | 2.4 | -0.8
Cn1c(Nc2ccc(F)cc2)nc2ccccc21 | -4 | 2 | -8 | -2 | i | -1 | -2 | 0.4 | 0.2
COc1ccc(C(=O)Nc2nc(-c3cccs3)c(NC(C)=O)s2)cc1 | -4 | 2 | -4 | 9 | i | 4 | -5 | 1.6 | -0.2
O=C(NCc1ccccc1)c1ccc(N2CCC3(CC2)CC(c2ccccc2)=NO3)c([N+](=O)[O-])c1 | 9 | 0 | -5 | -1 | i | -2 | -3 | 0.0 | 1.1
CC1=C(C(=O)c2ccccc2)C(c2ccc(O)cc2)NC(=S)N1 (configuration not stated) | -4 | 1 | -5 | -141 | i | 0 | -4 | 5.4* | 0.0

Other compounds:
compound | FAS TE block | Rin1 Abl inh | eLon inh | MLLE-PAM2 inh | Neddylation inh | CSN deneddyl inh | MsrA act | MsrA inh | Tb MetRS inh
CC(NS(=O)(=O)c1cccc(Cl)c1)C(=O)N(C)C1CCN(C)CC1 (configuration not stated) | -5 | 1 | 4 | -2 | i | 11 | -2 | 0.2 | 1.1
C=CCOc1ccccc1CNCCNC(=O)c1nonc1N | -4 | 2 | 7 | -5 | i | -4 | -1 | 0.4 | -0.1
O=c1cc(-c2ccco2)nc(-c2cccs2)o1 | -4 | 0 | 1 | 1 | · | 3 | -3 | 1.1 | -1.2
CN(C)c1ccnc(Nc2ccc(F)cc2)c1C#N | -3 | 4 | -4 | -9 | i | 1 | -4 | -0.1 | -0.9
CC1(C(=O)NC2CCN(Cc3ccccc3)CC2)CCN1Cc1ccc(OC(F)(F)F)cc1 (configuration not stated) | 13 | 0 | 0 | -6 | i | -4 | 0 | -0.6 | -0.3
Cc1cccn2cc(-c3cccc(S(=O)(=O)N4CCOCC4)c3)nc12 | 0 | -3 | -13 | 19 | i | 0 | -5 | 1.2 | -0.5
O=C(O)Cc1ccc(NC(=O)c2ccc(NC(=O)C3CC3)cc2)cc1 | -2 | 0 | 3 | 8 | i | 0 | -7 | -1.0 | -0.5
CCc1ccc(CN2C(=O)c3ccccc3C2C(=O)NC(C)CC)cc1 (configuration not stated) | -2 | 1 | 6 | -2 | i | 7 | -9 | 0.7 | -1.3
CC(C)[C@H](NC(=O)OC(C)(C)C)c1cc(C(=O)N(C)CCN(C)C)c(N)s1 | · | · | · | · | i | 2 | · | 1.9 | -0.7
O=C1CC(N(O)c2ccccc2)C(=O)N1Cc1ccccc1 (configuration not stated) | -2 | 2 | 2 | 10 | i | -7 | -3 | 1.2 | -0.5
COc1ccccc1-c1cn(S(=O)(=O)c2ccc(C)cc2)nc1N | 13 | 2 | -6 | 1 | i | 2 | -9 | -0.5 | -1.5
Cc1ccc(-n2c(O)c(C=NCc3ccccn3)c3ccccc3c2=O)cc1C | 21 | 3 | 0 | -6 | i | 0 | -14 | 0.0 | -1.0
Cc1ccc(C2=NN(C(=O)c3ccco3)C(O)(C(F)(F)F)C2)cc1 (configuration not stated) | 3 | -2 | -19 | 1 | i | 2 | -4 | 0.3 | 0.3

Screening results: PubChem, several laboratories
